# TDP1 cell noCPT: qHTS for Inhibitors of human tyrosyl-DNA phosphodiesterase 1 (TDP1): qHTS in cells in absence of CPT; 420,000 compounds, 15% hits; DT40 Tdp1-/- hTDP1 cells, no CPT, ATP luminescence, 48 h; Potency, µM (doses to about 46.2 µM), without a hit: top-dose activity change, negative = growth inhibition, hits mostly inhibitors; note: nearly all actives have a fitted effect of over 55% in size
#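 Chicken DT40 Tdp1-/- cells stably complemented with human TDP1 were seeded at 400 cells/well with DMSO in place of 20 nM camptothecin. After compound pinning, cells grew at least 48 hr at 37 °C; viability read by CellTiter-Glo luminescence.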
# GCN5L2 inh: blocks human GCN5L2 histone acetyltransferase | Q92830 | GCN5L2 HAT assay, ThioGlo1 CoA-SH fluorescence | Potency, µM (top dose mostly 58.9 µM), for the others: at the top dose activity change, negative = inhibition, most hits filed as inhibitors | 390,000 compounds, 0.21% hits | AID 504327
#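 ThioGlo1-coupled HAT assay: 20nM GCN5L2, 70uM acetyl-CoA, 75uM H3(1-25) peptide, pH 7.5. Fluorescence read at 340/540nm at start and after 20 min at room temperature.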
# TDP1 inh: TDP1 (human) enzyme inhibition; 350,000 compounds, 0.28% hits; Potency, µM (highest dose often 130 µM), without a hit: top-dose activity change, negative = inhibition, actives largely listed as inhibitors; recombinant TDP1, AlphaScreen DNA substrate cleavage; Q9NUW8; note: nearly all actives have a fitted effect of over 40% in size
# Target sequence (Q9NUW8 whole entry, looked up): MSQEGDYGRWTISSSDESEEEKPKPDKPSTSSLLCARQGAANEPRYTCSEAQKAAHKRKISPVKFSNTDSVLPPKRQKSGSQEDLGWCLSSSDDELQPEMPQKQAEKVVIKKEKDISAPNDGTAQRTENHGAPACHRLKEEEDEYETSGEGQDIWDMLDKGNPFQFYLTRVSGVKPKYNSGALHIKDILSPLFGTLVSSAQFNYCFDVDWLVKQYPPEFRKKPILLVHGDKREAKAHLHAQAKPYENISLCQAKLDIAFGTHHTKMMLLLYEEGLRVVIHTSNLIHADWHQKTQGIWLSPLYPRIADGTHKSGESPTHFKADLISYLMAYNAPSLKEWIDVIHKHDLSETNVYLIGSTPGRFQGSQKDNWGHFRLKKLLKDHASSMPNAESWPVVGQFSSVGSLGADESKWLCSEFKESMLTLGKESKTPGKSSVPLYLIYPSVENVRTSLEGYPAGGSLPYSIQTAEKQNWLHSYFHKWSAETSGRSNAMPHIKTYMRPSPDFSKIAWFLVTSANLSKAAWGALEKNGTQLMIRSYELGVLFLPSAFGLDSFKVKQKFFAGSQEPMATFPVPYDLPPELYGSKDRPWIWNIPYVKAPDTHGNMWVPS
#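 Tdp1 1 nM final; 15 min RT w/ cpd; substrate 15 nM, 5 min; beads 10 ug/ml, 10 min; AlphaScreen read. Neg ctrl: no enzyme.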
# * = called active by the depositor; ? = inconclusive; . = no result given; [ ] = another dose, or the depositor's remark. Calls come from the whole dose curve; as a rule, active = well fitted curve in the direction sought with a large enough effect; inconclusive = small, poorly fitted or top-dose-only effect, or another doubt; inactive = no such curve, though single readings can be large; an effect the other way counts as inactive or inconclusive. % is set by controls: 0 for no effect and ±100 for the full control effect; potency is the fitted concentration of half-maximal effect.
# Start of the listing, in advance:
# The line under a structure holds: TDP1 cell noCPT, GCN5L2 inh, TDP1 inh
O=C(C1CC1)N1CCc2cc(S(=O)(=O)NCCCN3CCCCC3)ccc21
→ ?, -19%, 0%
CCOC(=O)CC1NCCc2c1[nH]c1ccc(OC)cc21 (centres undefined)
→ ?, -26%, .
O=C(CCN1C(=O)/C(=C/c2cccs2)SC1=S)NC1=NCCS1
→ -24%, -5%, 5%
CC1CCCN(S(=O)(=O)c2ccc(C(=O)Nc3nnc(C4=COCCO4)o3)cc2)C1 (centres undefined)
→ ., -27%, 4%[56.1 µM]
COc1ccc2[nH]c(N=Nc3ccccc3C)c(O)c2c1
→ ?, 1%, 9%
Cn1cc(Br)c(C(=O)NNC(=O)c2ccc(Cl)cc2)n1
→ -3%, -1%, 3%

# The list itself (from the top)
# The line under a structure holds: TDP1 cell noCPT, GCN5L2 inh, TDP1 inh
O=C(C1CC1)N1CCc2cc(S(=O)(=O)NCCCN3CCCCC3)ccc21
→ ?, -19%, 0%
CCOC(=O)CC1NCCc2c1[nH]c1ccc(OC)cc21 (centres undefined)
→ ?, -26%, .
O=C(CCN1C(=O)/C(=C/c2cccs2)SC1=S)NC1=NCCS1
→ -24%, -5%, 5%
CC1CCCN(S(=O)(=O)c2ccc(C(=O)Nc3nnc(C4=COCCO4)o3)cc2)C1 (centres undefined)
→ ., -27%, 4%[56.1 µM]
COc1ccc2[nH]c(N=Nc3ccccc3C)c(O)c2c1
→ ?, 1%, 9%
Cn1cc(Br)c(C(=O)NNC(=O)c2ccc(Cl)cc2)n1
→ -3%, -1%, 3%
CC1(C)CC(NC(=O)COc2ccc3ccc(=O)oc3c2)CC(C)(C)N1
→ 24%, 2%, 0%
COc1ccc([N+](=O)[O-])c2c(=O)ccoc12
→ ?, 0%, 0%
CCOc1ccc2nc(N3CCCC(C(=O)Nc4ccc(OC)cc4)C3)sc2c1 (centres undefined)
→ 12µM*, -10%, 6%
CCC(CC)NC(=O)/C=C/c1ccccc1Cl
→ ?, 1%, 3%
Cc1cc(Br)c(Cl)cc1NC(=O)CN1C(=O)C2C3CC(c4ccccc4)C(C3)C2C1=O (centres undefined)
→ ?, -10%, 2%
Cc1ccccc1-n1ccnc1SCC(=O)NCc1ccco1
→ 4%, -1%, -6%
Cc1ccccc1-n1c(SC2CCOC2=O)nnc1-c1ccncc1 (centres undefined)
→ 14%, 2%, -5%
C[C@H](CO)N1C[C@H](C)[C@@H](CN(C)Cc2ccc(-c3ccccc3)cc2)Oc2c(NS(=O)(=O)c3cccs3)cccc2C1=O
→ ?, -8%, 5%
COc1ccc(NC(=O)CN(C)C(=O)c2cc(-c3ccc(C)o3)nc3ccccc23)cc1
→ ?, -20%, .
CC(=O)Nc1ccc(O)cc1[N+](=O)[O-]
→ -18%, 7%, 5%
CCC1S/C(=C(\C#N)C(=O)NCc2ccco2)N(c2ccc(Br)cc2)C1=O (centres undefined)
→ -18%, -19%, -1%
COc1cccc(OCC(O)CN2CC(C)CC(C)C2)c1 (centres undefined)
→ ?, -9%, -6%
O=C(NC(c1ccccc1)c1ccccc1)C1CCCO1 (centres undefined)
→ 6%, -6%, 4%
COc1ccc(N2CCN(C3CC(=O)N(Cc4ccc(N5CCCC5=O)cc4)C3=O)CC2)cc1 (centres undefined)
→ ?, -11%, 4%
O=c1cc[nH]c2ccc(OC(F)(F)F)cc12
→ -23%, ?, 0%
Cc1ccc(CC(=O)Nc2ncc([N+](=O)[O-])s2)cc1
→ ?, -6%, 0%
Cc1cccc(C(=O)OCC(=O)Nc2nccs2)c1
→ -2%, -4%, 3%
O=C(O)/C=C/c1cn(Cc2ccccc2)nc1-c1ccc(Cl)cc1
→ -2%, -3%, -5%
CC(=O)c1nc(N2C(=O)CC(Cc3ccccc3)C2=O)sc1C (centres undefined)
→ -5%, -6%, -5%
COc1ccccc1-c1nc(SCC(=O)O)n[nH]1
→ -7%, 3%, -3%
CC12CN3CCN(CC(C3)/C1=N\NC(=O)c1ccccc1N)C2
→ 2%, 0%, 1%
COc1ccc(CCN(C)Cc2c(O)ccc3ccccc23)cc1OC
→ ?, -19%, .
CCCCN(CCCNC(=O)c1cc(Nc2ccccc2OC)nc2ccccc12)c1ccccc1
→ ?, -9%, -5%
O=C(Cn1c(-c2ccccc2)noc1=O)N1CCC(Cc2ccccc2)CC1
→ ?, -12%, 7%
O=C1N[C@H](Cc2ccccc2)COC(=O)[C@H](Cc2ccc(F)cc2)C/C=C\C[C@H]1CC(=O)N(CCO)Cc1ccccc1
→ ?, -4%, 1%
O=C(c1cnn2c(C(F)F)cc(-c3ccccc3)nc12)N1CCCCC1c1cccnc1 (centres undefined)
→ ?, -21%, 3%
COc1ccc(-c2ccc(C#N)c(SCC(=O)NCc3ccco3)n2)cc1OC
→ ?, 3%, 2%
O=C(Nc1ccc(Cl)c(Cl)c1)Nc1cc(S(=O)(=O)N2CCOCC2)ccc1N1CCCC1
→ 18µM*, -10%, 5%
Cc1cc(C)cc(NC(=O)CCCn2c3ccccc3c(=O)c3ccccc32)c1
→ 23µM*, -8%, 4%[12.3 µM]
Cc1cc(C)n(C/C=C/Cn2nc(C)cc2C)n1
→ -4%, -4%, 2%
COc1ccc(/C=C2/SC(=O)N(CCC(=O)Nc3ccccc3C(=O)O)C2=S)cc1
→ 7%, -4%, 9%
COc1cc2c(C#N)c(N3CCCCC3)nc(N)c2c(N)n1
→ 13µM*, -8%, -1%
Cc1ccc(S(=O)(=O)N(C)C)cc1NC(=O)COC(=O)C1(c2ccccc2)CC1
→ ?, -2%, 0%
CNc1nc(N2CCc3ccccc32)ncc1F
→ -21%, -2%, -7%
CCOC(=O)c1nc(Nc2ccc(C(=O)OC(C)C)cc2)c2ccccc2n1
→ 4.1µM*, -3%, .
N#Cc1cccc(NC(=O)COC(=O)Cn2nc(-c3ccccc3)oc2=O)c1
→ -7%, 0%, 0%
O=C(c1ccco1)N(CCC(c1ccccc1)c1ccco1)Cc1ccco1 (centres undefined)
→ ?, ?, .
O=C(/C=C/c1ccccc1)Nc1cccnc1Cl
→ -19%, -1%, 5%
Cc1ccnc(SCc2cn3c(C)cc(C)nc3n2)n1
→ 10%, -3%, 1%
CCOC(=O)[C@@H]1[C@H]2COc3cc(OC)ccc3[C@@H]2N2C(=O)N(c3ccc(F)cc3)C(=O)[C@]12C
→ -4%, -3%, .
CC(=O)OC(C(=O)NC1CCCCC1)c1cccc(F)c1 (centres undefined)
→ 10%, -2%, 8%
O=C(CS(=O)CC(=O)N(CC(=O)NC1CCCC1)c1ccccc1F)Nc1ccc(F)cc1 (centres undefined)
→ -1%, -3%, 1%
O=C(Nc1ccccc1)c1ccc(N2CCN(c3ccccc3)CC2)c(S(=O)(=O)N2CCOCC2)c1
→ 17%, 0%, 2%
COc1cccc(C2=CC(c3ccccc3)n3nnnc3N2)c1 (centres undefined)
→ 3.7µM*, -9%, 0%
O=C(CSc1ccsc1[N+](=O)[O-])NC1CCCC1
→ 3%, -13%, -14%
Cc1cc(/C=C2/NC(=O)N(c3ccccc3)C2=O)c(C)n1-c1cccnc1
→ ?, -8%, 11%
CC1CN(C(=O)c2cc3cc(Cl)cc(Cl)c3oc2=O)CC(C)O1 (centres undefined)
→ ?, -2%, 6%[56.1 µM]
COc1ccccc1CNC(=O)COC(=O)c1ccc(-n2cnnn2)cc1
→ -17%, -3%, .
CC(O)c1cccc(-c2ccc(CN3C[C@]4(CO)O[C@@H](CO)C[C@@H]4S3(=O)=O)cc2)c1 (some centres undefined)
→ -24%, -5%, 0%[56.1 µM]
COc1cccc(OCC(=O)Nc2c3c(nn2-c2ccc(F)cc2)CS(=O)(=O)C3)c1
→ -6%, ?, -7%
COC(=O)C1CCN(Cc2cc(=O)oc3cc(C)c(Cl)cc23)CC1
→ -2%, -25%, .
COc1ccc(OCc2cc(C(=O)N[C@H]3CCCCNC3=O)no2)c(Cl)c1
→ -11%, -11%, 1%
CC12C(=O)N(n3cnnc3)C(=O)C1C1C=CC2C1 (centres undefined)
→ 1%, 2%, 7%
O=C(O)CSCCc1ccccn1
→ ?, -3%, 2%

# Additional results
# The line under a structure holds: TDP1 cell noCPT, GCN5L2 inh, TDP1 inh
O=C(CSc1ncccn1)NC(=O)c1ccccc1
→ 6%, -11%, -2%
CCOC(=O)CC1C(=O)NCCN1C(=O)c1cc2c(=O)n3cccc(C)c3nc2s1 (centres undefined)
→ -28%, -16%, 1%
Cn1c(N/N=C2\CCCc3ccccc32)nc2c1c(=O)n(Cc1ccc(F)cc1)c(=O)n2C
→ ?, 35%[activator], 1%
COc1ccccc1N1CCN(C(=O)C2CCN(S(=O)(=O)Cc3ccccc3)CC2)CC1
→ ?, -8%, 9%
COc1ccc(-c2cc(=O)c3cc(F)ccc3[nH]2)cc1
→ ?, 11%[88.6 µM], 2%[234 µM]
Cc1ccc(S(C)(=O)=NS(=O)(=O)c2cccc3nsnc23)cc1 (centres undefined)
→ -8%, -8%, 1%
CCCC1=C(C(=O)OCC)C(c2ccccc2OCC)NC(=O)N1C (centres undefined)
→ ?, 7%, 0%
CC1=C/C(=N\NC(=O)c2ccc(O)cc2)CC1
→ 2%, -8%, 5%
COc1ccc(C)cc1NC(=O)C(C)N1CCOCC1 (centres undefined)
→ -6%, 2%, 3%
N#Cc1c(NC(=O)C2CC(c3ccccc3Cl)=NO2)sc2c1CCC2 (centres undefined)
→ -18%, -7%, 5%
CC(C)OCCCN1CC(=O)N2C(c3cccc([N+](=O)[O-])c3)c3[nH]c4ccccc4c3C[C@H]2C1=O (some centres undefined)
→ -19%, -14%, .
CN(C)C(=S)Nc1cccc(F)c1
→ -15%, 1%, -4%
O=C(NCc1ccco1)C(c1cccs1)N(C(=O)Cc1cccs1)c1ccccc1 (centres undefined)
→ ?, -3%, 11%
CCOC(=O)c1oc2c(CN3CCN(C)CC3)c(O)ccc2c(=O)c1-c1ccc(Br)cc1
→ -7%, 19%, 3%
CCC(=O)N1c2ccccc2CC1C(=O)NCCCN1CCN(c2cccc(Cl)c2)CC1 (centres undefined)
→ ?, -6%, 1%
Cc1ccc(N2C(=O)c3ccc(C(=O)O)cc3C2=O)c(C)c1
→ -2%, -2%, 3%
CCCCc1nn2c(=O)cc(COC(=O)c3ccccc3NC(=O)c3cccc(C)c3)nc2s1
→ 1%, -20%, 1%
Cc1ccc(NC(=O)CCn2c(=S)oc3ccccc32)cc1
→ -15%, -6%, 5%
Cc1ccc(NC(=O)C2CCCN(C(=O)Nc3ccc(F)cc3)C2)cc1 (centres undefined)
→ ?, -4%, 3%
Cc1cc2c(cc3c(=O)n(CC(=O)NCc4ccccc4Br)ncn32)s1
→ -9%, -5%, 4%
O=C(COC(=O)c1ccc(Oc2ccccc2)cc1)Nc1nnc(-c2ccccc2)o1
→ ?, -14%, 12%
C/C(=N\NC(=O)c1ccc(Cl)c(S(=O)(=O)Nc2ccccc2Cl)c1)c1ccncc1
→ ?, 3%, 8%
COc1ccc(F)cc1S(=O)(=O)N1CCN(Cc2ccc3c(c2)OCO3)CC1
→ -22%, -5%, 3%
Cn1c(=O)cc(Nc2ccc(Cl)cc2)[nH]c1=O
→ 21µM*, 3%, .
O=C(COc1ccccc1Cl)NC(=S)Nc1ccccc1N1CCCC1
→ 0%, -7%, 9%
Cc1cc2oc(=O)cc(CNc3ccccc3F)c2cc1O
→ ?, -12%, .
Cc1cccc(N2CCN(C(=O)C3CCN(S(=O)(=O)N4CCOCC4)CC3)CC2C)c1 (centres undefined)
→ 21µM*, -6%, 2%
COc1ccc(N2C(=NC(=O)C(C)Oc3ccccc3)SC3CS(=O)(=O)CC32)cc1 (centres undefined)
→ 22%, 0%, 2%
Cc1cc(SCC(=O)OC/C(O)=C(\C#N)c2nc3ccccc3[nH]2)c(C)cc1Br
→ ?, -10%, 5%
COc1ccc(Cn2c(CCC(=O)N3CCN(c4ccccn4)CC3)nc3ncccc3c2=O)cc1
→ -9%, -7%, 3%
C/C=C(\C)C(=O)O[C@H]1CC(C)=C2C(=O)C=C(C)C2[C@@H]2OC(=O)[C@@](C)(OC(=O)C=C(C)C)C21 (some centres undefined)
→ 5%[9.04 µM], ., -7%
O=C(Nc1ccc(Cn2cccn2)cc1)c1ccc(COc2ccccc2Br)cc1
→ 15µM*, -1%, 5%
CCOc1ccc(NC(=O)c2ccccc2CO)cc1
→ 1%, -9%, 2%
CC(=O)Nc1ccc(S(=O)(=O)Nc2ccc3[nH]c(=O)[nH]c3c2)cc1
→ -3%, -5%, 0%

# Results in TDP1 cell noCPT and GCN5L2 inh (3 entries from above):
molecule,TDP1 cell noCPT,GCN5L2 inh
CCOC(=O)c1nc(Nc2ccc(C(=O)OC(C)C)cc2)c2ccccc2n1,4.1µM*,-3%
N#Cc1cccc(NC(=O)COC(=O)Cn2nc(-c3ccccc3)oc2=O)c1,-7%,0%
O=C(c1ccco1)N(CCC(c1ccccc1)c1ccco1)Cc1ccco1 (centres undefined),?,?

# Some of the compounds tested, so the mix of outcomes need not match the whole.
